uPA generation – qHTS for Inhibitors of Cell Surface uPA Generation; hit rate 0.31% among 330,000; Potency, µM (highest dose often 38.3 µM), inactives show top-dose activity change, negative = inhibition, hits mostly inhibitors; AID 540303, 2011; cell surface uPA generation assay, qHTS; active = well fitted inhibition curve with a large enough effect; inconclusive = small, poorly fitted or top-dose-only effect; inactive = no such curve, though single readings can be large or run the other way; tested in mouse RAW 264.7 cells; also: potency is read from the fitted curve at half-maximal effect; % is scaled to controls: 0 for no effect and ±100 for the full control effect; nearly all actives have a fitted effect of over 55% in size
TRPV1 ag – HTS Assay for Compounds that Act as Agonists of the Vanilloid Receptor 1 | Transient receptor potential cation channel subfamily V member 1 (Homo sapiens), Q8NER1 | TRPV1-expressing cells, Fluo-8 calcium influx, agonist mode | hit rate 0.19% among 320,000 | activation, % at 8.33 µM; in the data active = activation above about 80%; inconclusive = between about 30% and that limit; also: 0% is about no effect
Target sequence (Q8NER1 whole entry, looked up): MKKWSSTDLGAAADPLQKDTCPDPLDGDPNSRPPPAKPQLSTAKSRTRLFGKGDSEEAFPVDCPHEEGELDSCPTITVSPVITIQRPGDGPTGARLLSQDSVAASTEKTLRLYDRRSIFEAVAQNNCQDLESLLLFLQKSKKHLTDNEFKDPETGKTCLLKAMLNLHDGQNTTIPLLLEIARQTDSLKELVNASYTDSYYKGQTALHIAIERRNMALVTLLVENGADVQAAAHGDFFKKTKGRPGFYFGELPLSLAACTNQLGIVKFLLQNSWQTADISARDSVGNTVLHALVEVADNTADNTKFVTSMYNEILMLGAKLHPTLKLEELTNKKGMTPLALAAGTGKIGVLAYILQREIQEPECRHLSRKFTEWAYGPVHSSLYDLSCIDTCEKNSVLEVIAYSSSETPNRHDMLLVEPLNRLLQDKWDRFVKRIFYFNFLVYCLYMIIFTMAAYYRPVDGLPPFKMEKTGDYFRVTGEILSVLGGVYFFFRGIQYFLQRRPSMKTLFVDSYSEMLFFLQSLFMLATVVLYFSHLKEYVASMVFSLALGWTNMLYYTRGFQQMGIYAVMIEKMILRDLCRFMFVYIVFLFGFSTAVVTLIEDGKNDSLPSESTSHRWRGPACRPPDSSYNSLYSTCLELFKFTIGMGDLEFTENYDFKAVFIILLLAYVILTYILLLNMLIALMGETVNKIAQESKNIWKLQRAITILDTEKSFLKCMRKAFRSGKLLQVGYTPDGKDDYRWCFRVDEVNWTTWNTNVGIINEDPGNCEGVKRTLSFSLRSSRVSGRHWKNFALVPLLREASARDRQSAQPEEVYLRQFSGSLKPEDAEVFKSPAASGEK
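TRPV1-expressing cells were cultured overnight at 35.5C and loaded with Fluo-8 calcium dye for 40 to 90 min at room temperature. After a 10 s baseline, compound was added and calcium influx was read kinetically for 3 min (ex 480/em 520 nm).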
Eya2 inh – qHTS Assay for Inhibitors of the Phosphatase Activity of Eya2; Protein phosphatase EYA2 (Homo sapiens), O00167; Potency, µM (titrated, usually from 76.9 µM), inactives show at the highest dose activity, negative = inhibition, hits mostly inhibitors; hit rate 0.006% among 330,000; recombinant Eya2, OMFP fluorescence dephosphorylation (OMFP is methylfluorescein phosphate); also: potency is read from the fitted curve at half-maximal effect; % is scaled to controls: 0 for no effect and ±100 for the full control effect
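Eya2 protein (added as 0.2 uM solution) was preincubated with compound for 10 min at ambient temperature in 50 mM HEPES pH 7.5, 50 mM NaCl, 5 uM MgCl2, 0.05% BSA, 1 mM DTT. OMFP (added at 50 uM) then reacted 10 min; fluorescence read at 485/525 nm.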
USP2a block – qHTS Assay for Inhibitors of Ubiquitin-specific Protease USP2a Using CHOP2 as the Reporter; Ubiquitin carboxyl-terminal hydrolase 2 (Homo sapiens), O75604; USP2 core, Ub-CHOP2 coupled fluorogenic reporter, 485/531; Potency, µM (highest dose often 38.3 µM), inactives show at the highest dose activity change, negative = inhibition, hits mostly inhibitors; hit rate 0.01% among 330,000; AID 463254, 2010;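 also: potency is read from the fitted curve at half-maximal effect; plate controls were DMSO wells for no effect and full inhibition by NEM control for full effect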
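USP2 core (10nM final) preincubated 30min RT with compound in 20mM Tris-HCl pH 8.0, 2mM CaCl2, 2mM beta-mercaptoethanol, 0.05% CHAPS; 25nM Ub-CHOP2 plus 25nM reporter substrate added, fluorescence (Ex485/Em531) read after 60min.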
PTAP TSG101 blk – qHTS Assay for Iinhibitors of HIV-1 Budding by Blocking the Interaction of PTAP/TSG101. Tumor susceptibility gene 101 protein (Homo sapiens), Q99816. Fluorescence polarization, FITC-PTAP peptide / Tsg101 binding. Potency, µM (top dose mostly 115 µM), for the others: top-dose activity change, negative = inhibition, usual class: inhibitors. 340,000 tested, under 10 active. AID 493005, 2010; active = well fitted inhibition curve with a large enough effect in the main read-out, with a control signal flat, not every such curve was filed as active; inconclusive = small, poorly fitted or top-dose-only effect, or effect the other way, or a change in a side signal; inactive = no such curve, though single readings can be large or run the other way; also: potency is read from the fitted curve at half-maximal effect; % of control where 0% means no effect
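Fluorescence anisotropy tracks displacement of a FITC-tagged PTAP peptide (50 nM) from the Tsg101 binding domain (10 uM), following a 20 min room-temperature incubation at pH 7.5.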
ASM inhibitor – Inhibitors of Secretory Acid Sphingomyelinase (S-ASM): qHTS; Sphingomyelin phosphodiesterase (Homo sapiens), P17405; placental ASM, HMU-PC fluorogenic substrate, 60 min; Potency, µM (top dose mostly 57.5 µM), for inactives: at the top dose activity change, negative = inhibition, actives largely listed as inhibitors; hit rate 0.006% among 340,000; also: potency is read from the fitted curve at half-maximal effect
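Fluorogenic HMU-PC substrate (9 uM final) is turned over by placental ASM in 60 min at 37 C after a 10 min compound preincubation. Reaction ended by alkaline stop (pH 10), with fluorescence read at 386/447 nm.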
BRCA1 expr act – qHTS Assay to Identify Small Molecule Activators of BRCA1 Expression; MCF7-BRCA1-FFLuc reporter, luminescence, 48 h; response scale: scaled: vehicle 0%, 10 µM genistein 100%; Potency, µM (top dose mostly 46.1 µM), without a hit: at the highest dose activation, actives largely listed as activators; hit rate 1.1% among 380,000; AID 624202, 2012; also: potency is read from the fitted curve at half-maximal effect; nearly all actives have a fitted effect of over 80% in size; some results filed as inactive show a strong effect at the top dose
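Quantitative HTS in MCF7 cells stably reporting BRCA1 expression via firefly luciferase. Compound treatment lasts 48 h at 37 °C in phenol-red free MEM. Activation is expressed relative to genistein at 10 microM and DMSO.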
p53 reactivator – qHTS assay for re-activators of p53 using a Luc reporter. hit rate 0.063% among 320,000. Potency, µM (highest dose often 92.2 µM), for inactives: at the top dose activity change, positive = activation, hits mostly activators. H1299 p53-A138V BP100-luciferase reporter, luminescence, 24 h; also: potency is read from the fitted curve at half-maximal effect; % of control where 0% means no effect; nearly all actives have a fitted effect of over 45% in size
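H1299 (p53-null), stable ts p53-A138V + BP100-Luc; 1000 cells/well, Opti-MEM/10% FBS; cpd 4 pt, 1:5; 24 h, 37 deg C, 5% CO2; detection reagent 10 min RT; luminescence.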
ELG1 genotox – qHTS screen for small molecules that induce genotoxicity in human embryonic kidney (HEK293T) cells expressing luciferase-tagged ELG1; HEK293T ELG1-luciferase reporter, luminescence, 16 h; Potency, µM (top dose mostly 46 µM), for the others: at the top dose activity change, positive = activation, actives largely listed as activators; hit rate 1.3% among 330,000; also: potency is read from the fitted curve at half-maximal effect; % of control where 0% means no effect; nearly all actives have a fitted effect of over 60% in size
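Screening used a luciferase reporter fused to human ELG1 in HEK293T cells. Luminescence was read on a CCD plate imager after 16 hr exposure and 30 min ONE-Glo incubation.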
a7 integrin act – qHTS for Activators of Integrin-Mediated Alleviation for Muscular Dystrophy. Potency, µM (titrated, usually from 38.3 µM), for inactives: at the top dose activation, usual class: activators. alpha7betagal myoblasts, beta-gal FDG fluorescence, 48 h. hit rate 0.064% among 350,000. AID 624291, 2012;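 also: potency is read from the fitted curve at half-maximal effect; 100% = response of the positive control SU9516; nearly all actives have a fitted effect of over 60% in size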
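alpha7betagal+/- myoblasts (passage 13, 250/well) treated 48 h at 37C with compounds at 1:260 dilution of DMSO stock. Lysed, then beta-galactosidase activity read as FDG fluorescence (ex 480/em 540) after 30 min, with pre-read for autofluorescence.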
B2AR arrestin – qHTS assay of beta-arrestin-biased ligands of beta2-adrenergic receptor | Potency, µM (titrated, usually from 46.1 µM), without a hit: at the top dose activation, usual class: activators | hit rate 0.02% among 330,000 | beta-arrestin recruitment to beta2AR, cell-based reporter | Beta-2 adrenergic receptor (Homo sapiens), P07550;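 also: potency is read from the fitted curve at half-maximal effect; 0% = DMSO controls and full agonism = EC100 isoproterenol or metaproterenol; nearly all actives have a fitted effect of over 65% in size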
Starred values were filed as active, the others as inactive; ? = inconclusive; · = no result given; [ ] = another dose, or the depositor's remark. Unless noted, calls follow the shape of the dose curve; as a rule, active = well fitted curve in the direction sought with a large enough effect; inconclusive = small, poorly fitted or top-dose-only effect, or another doubt; inactive = no such curve, though single readings can be large; an effect the other way counts as inactive or inconclusive.

1. NC(=O)[C@@H]1CCCN1Cc1nc(-c2ccc(C(F)(F)F)cc2)no1
2. Cc1ccc(S(=O)(=O)SCCCSS(=O)(=O)c2ccc(C)cc2)cc1
3. COc1ccc(N2CCN(Cc3nc4ccccc4n3C)CC2)cc1
4. O=C(COn1nnc2ccc(Cl)cc21)NCc1ccccc1
5. Cc1cc(C(=O)Nc2sc3c(c2C#N)CCC(C(C)(C)C)C3)no1 (configuration not stated)
6. N#CC1=C2SCC(O)(c3ccccc3)N2C(=O)CC1c1ccccc1F (configuration not stated)
7. CCC(=O)N1CCCc2cc(S(=O)(=O)N3CCN(c4ccccc4F)CC3)ccc21
8. COc1ccc(CCn2c(O)c(C3=c4ccccc4=NC3=O)sc2=S)cc1OC

assay / compound | 1 | 2 | 3 | 4 | 5 | 6 | 7 | 8
uPA generation | 18% | 2% | -1% | 3% | · | -13% | ? | 3%
TRPV1 ag | 1 | · | -2 | 8 | ? | 3 | 19 | 5
Eya2 inh | -10% | · | 3% | 1% | 16% | 16% | -8% | ?
USP2a block | -2% | · | 0% | -2% | 6% | 2% | -4% | 0%
PTAP TSG101 blk | 1% | -1% | -1% | -5% | 1% | -6% | 0% | -3%
ASM inhibitor | 2% | -2% | 3% | -1% | 2% | -3% | -2% | 3%
BRCA1 expr act | 31% | -14% | -5% | 13% | -54% | -83% | -23% | 4%
p53 reactivator | -2% | · | 9% | 0% | 4% | -2% | 5% | 8%
ELG1 genotox | 7% | · | 3% | 2% | 9% | ? | 0% | 1%
a7 integrin act | -7% | -52%[inhibitor] | -28% | 5% | -20% | -12% | -12% | 23%
B2AR arrestin | -0.6% | · | -1.5% | 0.3% | -0.2% | 0.5% | -0.1% | 4.2%

Profiles from above:
Listed for N#CC1=C2SCC(O)(c3ccccc3)N2C(=O)CC1c1ccccc1F (configuration not stated) → uPA generation = -13%; TRPV1 ag = 3; Eya2 inh = 16%; USP2a block = 2%; PTAP TSG101 blk = -6%; ASM inhibitor = -3%; BRCA1 expr act = -83%; p53 reactivator = -2%; ELG1 genotox = ?; a7 integrin act = -12%; B2AR arrestin = 0.5%
Listed for CCC(=O)N1CCCc2cc(S(=O)(=O)N3CCN(c4ccccc4F)CC3)ccc21 → uPA generation = ?; TRPV1 ag = 19; Eya2 inh = -8%; USP2a block = -4%; PTAP TSG101 blk = 0%; ASM inhibitor = -2%; BRCA1 expr act = -23%; p53 reactivator = 5%; ELG1 genotox = 0%; a7 integrin act = -12%; B2AR arrestin = -0.1%

(cont.)
9. COc1ccc(-c2nnn(CC(=O)N(CC(=O)NC3CCCC3)Cc3ccco3)n2)cc1OC
10. CC(C)(C)/C(O)=C/c1nc2ccccc2[nH]c1=O
11. CCCCNC(=O)CNC(=S)N(Cc1ccc(C)cc1)Cc1ccco1
12. Cc1ccc(NC(=O)c2cc([N+](=O)[O-])ccc2N2CCOCC2)cc1C
13. Cc1ccc(S(=O)(=O)NCC(=O)OCC(=O)Nc2cccc(S(=O)(=O)NC3=NCCCCC3)c2)cc1C
14. COc1cccc(C(=O)NCC2CCCO2)c1 (configuration not stated)
15. Cc1cccc(NC(=O)c2ccc(S(=O)(=O)N(C)CC3CCCO3)cc2)c1C (configuration not stated)
16. COc1cc(O)c(CCC(=O)c2cc(OC)c(OC)c(OC)c2)c(OC)c1

assay / compound | 9 | 10 | 11 | 12 | 13 | 14 | 15 | 16
uPA generation | -5% | -3% | 0% | -3% | 3% | · | 13% | 2%
TRPV1 ag | -1 | -1 | 27 | 4 | -1 | 3 | · | 3
Eya2 inh | 5% | -2% | 2% | -10% | 3% | -2% | · | -4%
USP2a block | 14% | -1% | -7% | 3% | 3% | -1% | · | 0%
PTAP TSG101 blk | -2% | -1% | -1% | -1% | -6% | · | -1% | -1%
ASM inhibitor | 2% | 21% | -2% | -16% | 1% | · | -2% | 0%
BRCA1 expr act | -6% | 20% | -33% | 1% | 20% | · | -18% | -46%
p53 reactivator | -4% | -3% | 1% | 12% | 1% | 5% | · | -17%
ELG1 genotox | 0% | 0% | 0% | -2% | 0% | 11% | · | -2%
a7 integrin act | 4% | 17% | -33% | 23% | 16% | · | 5% | 6%
B2AR arrestin | -0.9% | 0.3% | 0.2% | 0.5% | -0.6% | 2.5% | · | -1.6%

17. CC(C)CC(=O)NC(=S)Nc1ccc(S(=O)(=O)N2CCCC2)cc1
18. CCOCCCNC(=S)NCCCNc1nc2ccc(C)cc2cc1C#N
19. CS(=O)(=O)c1ccc2nc(NC(=O)CS(=O)(=O)Cc3ccccc3)sc2c1
20. CC(NC(=O)Oc1cccc2ccccc12)c1ccccc1 (configuration not stated)
21. COc1ccc(Cl)cc1C(=O)NNC(=O)C1COc2ccccc2O1 (configuration not stated)
22. COc1ccccc1NC(=O)C(O)C(O)C(=O)Nc1ccccc1OC (configuration not stated)
23. CCCCCn1c(=O)[nH]c2cc(C(=O)NCCN3CCCCC3C)ccc2c1=O (configuration not stated)
24. O=C1CC(N2CCN(C/C=C/c3ccccc3)CC2)C(=O)N1Cc1ccc(N2CCCC2=O)cc1 (configuration not stated)

assay / compound | 17 | 18 | 19 | 20 | 21 | 22 | 23 | 24
uPA generation | 1% | · | -7% | 0% | 0% | 5% | 4% | ·
TRPV1 ag | 5 | 0 | 5 | · | 0 | 6 | 1 | -1
Eya2 inh | ? | -2% | 5% | · | 11% | -6% | -2% | -2%
USP2a block | 0% | 1% | 0% | · | 4% | 3% | 3% | 3%
PTAP TSG101 blk | -3% | · | -2% | -5% | 0% | -6% | 1% | -7%
ASM inhibitor | 4% | · | -2% | 9% | -4% | -2% | 118%[activator] | 4%
BRCA1 expr act | -14% | · | 27% | -27% | -15% | 0% | -46% | -60%
p53 reactivator | -3% | 10% | 0% | · | 1% | -17% | 1% | -8%
ELG1 genotox | -7% | -5% | 1% | · | 5% | -12% | -9% | -12%
a7 integrin act | 0% | · | 0% | -11% | -10% | -17% | -16% | -9%
B2AR arrestin | -0.1% | 0.0% | -0.1% | · | 0.0% | -0.7% | 0.0% | 0.3%

25. Cc1nn(Cc2ccc(C(=O)NC3CCCCC3)o2)c(C)c1Br
26. Cc1nn(C)c(Oc2cccc(Cl)c2)c1C#N
27. C[C@H](C(O)c1ccccc1)N(C)C(=O)CN (some centres not stated)
28. Cn1cnc([N+](=O)[O-])c1Sc1n[nH]c(N)n1
29. CC(C(=O)Nc1ccccc1-c1ccccc1)N1CCCCC1 (configuration not stated)
30. CN(C)S(=O)(=O)c1cccc(C(=O)NCc2ccco2)c1
31. Cc1ccc(S(=O)(=O)CCC(=O)c2ccc(F)cc2)cc1
32. CC(=O)Oc1ccc2c(=O)c(N3C(=O)c4ccccc4C3=O)c(C)oc2c1
33. COc1ccc(-c2csc3ncn(-c4cccc(C)c4)c(=O)c23)cc1OC
34. CCNCc1nc2cc(Cl)ccc2c(=O)[nH]1

assay / compound | 25 | 26 | 27 | 28 | 29 | 30 | 31 | 32 | 33 | 34
uPA generation | ? | -44% | 6% | -1% | 12% | 5% | -11% | 6% | 3% | -5%
TRPV1 ag | -1 | 7 | 2 | 2 | -7 | 0 | 8 | -10 | 11 | -3
Eya2 inh | 8% | 6% | -2% | 7% | -13% | 3% | -3% | 8% | 3% | 3%
USP2a block | -1% | 0% | 4% | 4% | 2% | 1% | -1% | -2% | 1% | 1%
PTAP TSG101 blk | -3% | -1% | 0% | -2% | 0% | -4% | -2% | -1% | 2% | -1%
ASM inhibitor | 1% | -3% | 5% | -1% | 0% | 0% | 5% | 31%[activator] | 0% | 1%
BRCA1 expr act | -29% | 0% | -7% | -8% | -58% | 0% | -40% | -13% | -42% | 8%
p53 reactivator | 3% | -6% | · | -3% | 0% | 11% | -12% | -8% | -3% | -2%
ELG1 genotox | -15% | 2% | 1% | -2% | -3% | -2% | -3% | 1% | 0% | -4%
a7 integrin act | -42% | -16% | -7% | -4% | -4% | -28% | -54%[inhibitor] | -11% | -28% | 0%
B2AR arrestin | -0.2% | 0.0% | -2.9% | 0.5% | -0.5% | -0.2% | -0.9% | -0.1% | 0.4% | 0.0%
